USP1 inh: Inhibitors of USP1/UAF1: Primary Screen | Potency, µM (highest dose often 57.1 µM), inactives show top-dose activity change, negative = inhibition, most hits filed as inhibitors | AID 743255, 2014 | recombinant USP1/UAF1, Ub-Rhodamine cleavage fluorescence | Ubiquitin carboxyl-terminal hydrolase 1 (Homo sapiens), O94782 | hit rate 0.23% among 390,000; also: potency is read from the fitted curve at half-maximal effect; % is scaled to controls: 0 for no effect and ±100 for the full control effect; nearly all actives have a fitted effect of over 60% in size; inactives centre near -12
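USP1/UAF1 complex (1 nM) preincubated 15 min at room temperature with compound, then Ub-Rho substrate (150 nM final) added. Kinetic fluorescence at 480/540 nm over 6 reads at 60 s intervals; 50 mM HEPES pH 7.8, 0.5 mM EDTA, 0.1 mg/ml BSA, 1 mM TCEP, 0.01% Tween-20.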
TRHR ag: qHTS for Small Molecule Agonists and Allosteric Enhancers of Human TRH Receptor: Primary Screen for Agonists; Thyrotropin-releasing hormone receptor (Homo sapiens), P34981; TRHR cells, calcium flux fluo-8, FDSS agonist mode; activation, % at 2 µM; hit rate 0.18% among 360,000; AID 493084, 2011; in the data active = activation above about 30%; also: 0% is about no effect
Target sequence (P34981 whole entry, looked up): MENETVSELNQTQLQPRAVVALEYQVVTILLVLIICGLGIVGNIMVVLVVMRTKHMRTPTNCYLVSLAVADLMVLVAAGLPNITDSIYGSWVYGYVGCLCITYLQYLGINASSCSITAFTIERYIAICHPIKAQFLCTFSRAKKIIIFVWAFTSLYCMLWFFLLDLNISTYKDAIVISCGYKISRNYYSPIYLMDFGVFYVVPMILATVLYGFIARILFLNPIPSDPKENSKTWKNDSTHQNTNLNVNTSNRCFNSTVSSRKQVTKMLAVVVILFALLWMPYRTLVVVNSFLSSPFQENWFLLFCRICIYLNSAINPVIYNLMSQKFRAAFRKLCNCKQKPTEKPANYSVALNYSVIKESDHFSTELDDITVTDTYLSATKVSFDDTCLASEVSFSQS
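Agonist-mode FDSS calcium read (Ex 480/Em 530, 1 s cycles) in 1536-well TRHR cells with fluo-8 dye, after 10-cycle baseline and 23 nL compound addition; TRH at EC20 (10 nM final) added afterwards for the enhancer phase.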
D2 ag: HTS Assay for Allosteric Agonists of the Human D2 Dopamine Receptor: Primary Screen for Agonists; HEK293 T-REx D2 cells, calcium flux agonist mode; activation, % at 2 µM; hit rate 0.53% among 340,000; AID 485358, 2010;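 active = activation over 3 SD above normal in the single-dose calcium agonist read, cut at about 30% in these data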; also: 0% is about no effect
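Agonism scored from kinetic calcium signal (1 read/sec, 180 s) following compound pin transfer, after a 10 s baseline. Cells: HEK293 Trex line expressing inducible D2 receptor coupled to calcium, dye-loaded after overnight culture at 30 C.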
TRHR enhancer: qHTS for Small Molecule Agonists and Allosteric Enhancers of Human TRH Receptor: Primary Screen for Enhancers. Thyrotropin-releasing hormone receptor (Homo sapiens), P34981. TRHR cells, fluo-8 calcium fluorescence, EC20 TRH enhancement. enhancement, % at 2 µM. hit rate 0.66% among 360,000. AID 493056, 2011; in the data active = enhancement above about 30%; also: 0% is about no effect
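Enhancer read-out: after compound pinning and an initial kinetic agonist-mode read, an EC20 of TRH (10 nM final) was injected and fluo-8 calcium signal (Ex 480/Em 530) followed at 1 s/cycle for 100 cycles in TRHR-expressing cells.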
mIDH1 inhibitor: qHTS for Inhibitors of mutant isocitrate dehydrogenase 1 (IDH1): qHTS; Isocitrate dehydrogenase [NADP] cytoplasmic (Homo sapiens), O75874; IDH1-R132H enzyme, NADPH consumption, diaphorase/resazurin fluorescence; Potency, µM (doses to about 76.6 µM), for inactives: at the highest dose activity change, negative = inhibition, actives largely listed as inhibitors; hit rate 0.093% among 390,000; AID 602179, 2012; also: potency is read from the fitted curve at half-maximal effect; % is scaled to controls: 0 for no effect and ±100 for the full control effect; nearly all actives have a fitted effect of over 65% in size
Target sequence (O75874 whole entry R132H, stated change not applied): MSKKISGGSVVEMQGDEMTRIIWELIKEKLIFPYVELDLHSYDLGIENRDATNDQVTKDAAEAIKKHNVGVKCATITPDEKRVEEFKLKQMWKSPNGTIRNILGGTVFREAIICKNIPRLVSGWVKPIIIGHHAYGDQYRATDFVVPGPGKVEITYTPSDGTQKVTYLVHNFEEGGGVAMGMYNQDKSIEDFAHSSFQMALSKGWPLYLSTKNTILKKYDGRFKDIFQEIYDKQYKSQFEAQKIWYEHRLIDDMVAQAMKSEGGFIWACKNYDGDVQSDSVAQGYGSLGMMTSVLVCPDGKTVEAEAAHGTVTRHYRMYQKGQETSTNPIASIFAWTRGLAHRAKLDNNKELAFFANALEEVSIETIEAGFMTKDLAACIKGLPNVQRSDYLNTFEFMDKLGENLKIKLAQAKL
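IDH1-R132H (0.5 ug/mL dispensed) in pH 7.5 Tris buffer was preincubated 30 min with compound, then given a substrate mix of 0.016 mM NADPH and 2 mM alpha-KG for 80 min at room temperature; remaining NADPH was read by diaphorase/resazurin fluorescence.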
D2 antag: HTS Assay for Allosteric Antagonists of the Human D2 Dopamine Receptor: Primary Screen for Antagonists; D(2) dopamine receptor (Homo sapiens), P14416; AID 485344, 2010; inhibition, % at 10 µM; hit rate 2% among 340,000; HEK293 TREx D2 cells, calcium flux, dopamine EC80; in the data active = inhibition above about 30%; also: 0% is about no effect
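Inhibition of EC80 dopamine-driven calcium flux, recorded kinetically, defines activity here; cells are a tetracycline-induced HEK293 T-REx line expressing force-coupled D2.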
TrxR1 inh: qHTS Assay for Inhibitors of Mammalian Selenoprotein Thioredoxin Reductase 1 (TrxR1): qHTS | hit rate 1% among 390,000 | Potency, µM (highest dose often 114 µM), without a hit: at the highest dose activity change, negative = inhibition, most hits filed as inhibitors | recombinant rTrxR1, NADPH fluorescence consumption, selenite substrate | Thioredoxin reductase 1, cytoplasmic (Rattus norvegicus), O89049; also: potency is read from the fitted curve at half-maximal effect; % is scaled to controls: 0 for no effect and ±100 for the full control effect; nearly all actives have a fitted effect of over 65% in size
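Rat TrxR1 (90 nM in the dispensed reagent) was pre-reduced with 400 uM NADPH for 5 min at room temperature, then incubated with compound for 15 min. After 400 uM selenite was added, NADPH fluorescence (Ex 340/Em 450 nm) was followed for 8 min.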
TrxR1 substrate: qHTS Assay for Substrates of Mammalian Selenoprotein Thioredoxin Reductase 1 (TrxR1): qHTS | purified TrxR1 substrate turnover, NADPH consumption readout | Potency, µM (highest dose often 114 µM), for inactives: at the top dose activity change, negative = substrate turnover | hit rate 0.01% among 390,000; also: potency is read from the fitted curve at half-maximal effect; % is scaled to controls: 0 for no effect and ±100 for the full control effect; nearly all actives have a fitted effect of over 50% in size
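Rat TrxR1, dispensed at 90 nM, was prereduced with 400 uM NADPH (final) for 5 min at ~22 deg C, then incubated with compound 15 min before 400 uM selenite. A first-read NADPH fluorescence drop versus no-compound background flagged substrates.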
Pin1 inhibitor: qHTS Assay to Find Inhibitors of Pin1; hit rate 0.009% among 390,000; Potency, µM (titrated, usually from 115 µM), inactives show at the highest dose activity, negative = inhibition, usual class: inhibitors; Pin1 FP peptide displacement, HiFluor488, 10 min; Peptidyl-prolyl cis-trans isomerase NIMA-interacting 1 (Homo sapiens), Q13526; AID 504891, 2011; active = well fitted inhibition curve with a large enough effect in the polarisation, with a control signal flat, not every such curve was filed as active; inconclusive = small, poorly fitted or top-dose-only effect, or effect the other way, or a change in a side signal; inactive = no such curve, though single readings can be large or run the other way; the % refers to the polarisation; also: potency is read from the fitted curve at half-maximal effect; % is scaled to controls: 0 for no effect and ±100 for the full control effect
Target sequence (Q13526 whole entry, looked up): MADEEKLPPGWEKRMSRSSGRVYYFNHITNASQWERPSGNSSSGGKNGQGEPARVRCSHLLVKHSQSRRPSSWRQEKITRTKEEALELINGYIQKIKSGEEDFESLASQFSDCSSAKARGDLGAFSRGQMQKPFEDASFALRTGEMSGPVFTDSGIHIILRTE
* marks the source's active call; other numbers are inactive results; ? = inconclusive; . = not tested or not shown; & = joins results of further samples; [ ] = remark or other dose. Unless noted, calls follow the shape of the dose curve; as a rule, active = well fitted inhibition curve with a large enough effect; inconclusive = small, poorly fitted or top-dose-only effect; inactive = no such curve, though single readings can be large or run the other way. The list is partial (hit frequency here may not be typical).

SMILES | USP1 inh | TRHR ag | D2 ag | TRHR enhancer | mIDH1 inhibitor | D2 antag | TrxR1 inh | TrxR1 substrate | Pin1 inhibitor
C(=N\n1cnnc1)/c1ccc2c(c1)OCCO2 | -7% | 2.4 | -0.1 | 2 | -2% | -6 | 3% | 2% | 1%
Cc1nc(Sc2cccn2C)c(C(F)(F)F)c(=O)[nH]1 | -13% | -0.1 | 0.6 | 6 | 7% | 6 | 17% | 10% | -11%
COc1cccc(NC(=O)CCC2CCN(C(=O)c3c(C)noc3C)CC2)c1 | -9% | -0.7 | 0.3 | 30 | -3% | 21 | 0% | -5% | 1%
COc1ccc(C)cc1NC(=O)c1cc(S(=O)(=O)N2CCCCC2)ccc1N1CCOCC1 | -11% | 0.4 | -0.4 | -4 | -3% | -14 | 16% | -1% | 29%
CCOc1cc(C(=O)N/N=C\c2cn(CC)nc2C)cc(OCC)c1OCC | -24% | -0.3 | 0.2 | 5 | 5% | -3 | 14%[57.1 µM] | -17%[57.1 µM] | 3%
CCCNc1nc(-c2ccccc2)c(C(=O)OCC)cc1C#N | -9% | 0.2 | -0.7 | 1 | 13% | -8 | 37%[activator] | 50%[activator] | 1%
Cc1cc(C)n2nc(SCC(=O)NC(=O)c3ccccc3Cl)nc2n1 | -4% | -0.1 | -2.8 | -1 | 9% | 20 | 9% | 7% | -5%
Cc1ccc(SCCC(=O)OC(C)C(=O)Nc2ccccc2)cc1 (stereo not drawn) | -3% | -0.3 | -1.1 | -7 | 4% | 4 | 16% | -7% | 7%
CCN(CC)C(=O)c1ccc(Nc2nnc(C)c3ccccc23)cc1 | 1% | -0.3 | -0.4 | 3 | 3% | -4 | -2% | -5% | 3%
C=CCn1c(=NC(=O)c2cc(Cl)sc2Cl)sc2cc(S(N)(=O)=O)ccc21 | -16% | 0.1 | 1.5 | -3 | 8% | -12 | 0% | 2% | ?
Cc1cccc(CCNC(=O)CCS(=O)(=O)c2ccc(Br)cc2)c1 | 3% | -4.6 | -1.4 | 4 | 7% | 2 | 7% | 0% | -1%
COc1ccc(C2=CSC3=NCCN23)cc1Cl | -15% | 0.3 | 0.3 | -10 | 1% | 9 | 1% | 2% | -3%
N/C(=N\OC(=O)CC1CCCCC1)c1ccc(Cl)cc1 | -16% | 0.0 | 0.5 | -1 | 3% | 1 | 18% | 6% | -4%
Cc1ccccc1OCC(=O)N(CC(C)C)c1c(N)n(CC(C)C)c(=O)[nH]c1=O | -15% | 0.1 | 1.0 | -1 | -3% | 0 | 10% | -4% | -7%
CC(=O)N1CCN(c2ccc(NC(=O)c3ccc([N+](=O)[O-])cc3)cc2)CC1 | -13% | 0.5 | -0.6 | 9 | 0% | 0 | 13% | -4% | -4%
COc1cc(C(=O)Nc2nnc(C3CC3)s2)ccc1OCc1c(C)noc1C | -7% | 0.2 | 6.7 | -1 | -3% | 20 | 30%[57.1 µM] | 4%[57.1 µM] | -3%
CN(C)Cc1ccccc1Sc1ccc(O)cc1O | -8% | 0.4 | 0.7 | 30* | 23% | -13 | 19%[57.1 µM] | 6%[57.1 µM] | 2%
CCCn1nc(C(=O)Nc2cc(OCC)c(N3CCOCC3)cc2OCC)c2ccccc2c1=O | -20% | . | . | . | -1% | . | 18% | -2% | -6%
O=C(Cn1nnc2ccccc2c1=O)Nc1ccc(S(=O)(=O)N2CCOCC2)cc1 | -13% | 0.1 | -0.5 | 3 | -2% | -15 | 7%[57.1 µM] | 4%[57.1 µM] | 1%
Nc1cc(S(=O)(=O)N2CCOCC2)ccc1Oc1ccc(F)cc1 | -18% | -0.9 | . | -2 | 0% | . | 10% | 6% | -1%

Just Pin1 inhibitor (two entries from above):
mol | Pin1 inhibitor
COc1ccc(C)cc1NC(=O)c1cc(S(=O)(=O)N2CCCCC2)ccc1N1CCOCC1 | 29%
CCOc1cc(C(=O)N/N=C\c2cn(CC)nc2C)cc(OCC)c1OCC | 3%

Later entries.
SMILES | USP1 inh | TRHR ag | D2 ag | TRHR enhancer | mIDH1 inhibitor | D2 antag | TrxR1 inh | TrxR1 substrate | Pin1 inhibitor
O=C(CCCOc1ccc(Cl)cc1Cl)N1CCCc2ccccc21 | -8% | -1.4 | 1.2 | 25 | 2% | 1 | 2% | -4% | -2%
CNC(=O)c1sc(-c2ccc(Cl)cc2)nc1C | -3% | 0.0 | -0.1 | 3 | -2% | -4 | -2% | 0% | -2%
COc1ccc(-c2nc3ccccc3s2)cc1O | -15% | -0.6 | 0.7 | 2 | 3% | -24 | 0% | 7% | -1%
Cc1nc(NCCCN2CCOCC2)c2cnn(-c3ccccc3)c2n1 | -1% | . | . | . | 0% | . | 0%[2.29 µM] | -1%[2.29 µM] | 1%
Cc1cccc(-c2ccc3c(c2)C2CC3CCN2C)c1 (stereo not drawn) | -16% | . | . | . | -3%[38.3 µM] | . | 5% | -2% | 8%
COc1cc(OC)cc(C(=O)Nc2ccc(S(=O)(=O)Nc3ccccn3)cc2)c1 | -22% | -0.6 | 1.6 | 1 | -9% | -4 | 24% | 8% | 8%
COC(=O)c1ccc2c(c1)N(CC(=O)Nc1cccc(C(F)(F)F)c1)C(=O)c1ccccc1S2 | -15% | 0.6 | 0.5 | -3 | -19% | . | 28%[57.1 µM] | -4%[57.1 µM] | -4%
O=[N+]([O-])c1ccc2nc(SCc3cn4cccnc4n3)[nH]c2c1 | -17% | -0.4 | -1.4 | 7 | 2% | -14 | -7% | -3% | 3%
COc1cccc(CNc2ccc3c(c2)CCC3)c1 | -7% | -0.4 | 0.3 | -11 | 14% | 6 | -7% | 7% | -5%
CSCC[C@@H](Nc1nc(-c2ccccc2)nc2c1oc1ccccc12)C(=O)O | -5% | -0.2 | -0.1 | 0 | 0% | 4 | 3% | 3% | 1%
Cc1cccc(NC(=O)CSc2nc3sc(C)cc3c(=O)n2C)c1 | -19% | . | . | . | 5% | . | 1% | 2% | -1%
O=C(Cn1cnc2ccccc2c1=O)NCCC(=O)Nc1ccccc1C(F)(F)F | -22% | 0.4 | 0.5 | -19 | -2% | -41 | -1% | -7% | 132%[activator]
Cc1ccc2c(CC(=O)N3CCN(S(=O)(=O)c4ccccc4)CC3)coc2c1 | -1% | -0.4 | -0.1 | -3 | 0% | -7 | -18% | -9% | -7%
Cc1ccc(OCC(=O)NC2=NCCS2)cc1 | -4% | -0.3 | -0.4 | 1 | 3% | -30 | 15% | 12% | -7%
CCN1CCN(C(=S)Nc2ccc3nc4n(c(=O)c3c2)CCCCC4)CC1 | -23% | -0.3 | 4.8 | 0 | 3% | 5 | ? | -8% | 2%
O=C(CN1CCN(Cc2ccc3c(c2)OCO3)CC1)Nc1ccc2c(c1)OCCO2 | -12% | 0.0 | 2.7 | 21 | -5% | -21 | 3% | 1% | -1%
O=C(NNC1CC(=O)N(c2ccccc2)C1=O)c1ccco1 (stereo not drawn) | 5% | 0.3 | 0.9 | -8 | 3% | 7 | 8%[57.1 µM] | 5%[57.1 µM] | -1%
CCc1nn2c(N)c(/C=C3\C=Nc4ccccc43)c(=O)nc2s1 | -4%&-19% | 0.4&-0.3 | -0.1&-0.3 | 2&8 | 10%&6% | 10&-10 | 10%[57.1 µM] | -4%&-8% | 142%&118%[activator]
NC(=O)C1CCN(C(=O)c2cc(S(=O)(=O)N3CCN(c4ccccc4)CC3)ccc2Cl)CC1 | -25% | . | . | . | 0% | . | 9% | 8% | -3%
COc1cc(SC)ccc1C(=O)Nc1nc(C)cc(C)n1 | -3% | -0.3 | -0.2 | -6 | 4% | -28 | 22% | 0% | 5%
CCCCCOc1ccc(NC(=O)Cn2c(-c3nonc3N)nc3ccccc32)cc1 | -10% | 1.6 | 1.0 | 2 | 10% | . | 24%[57.1 µM] | 4%[57.1 µM] | -2%
CCS(=O)(=O)c1ccc(O)c(NC(=O)c2ccc(S(=O)(=O)N3CCCCCC3)cc2)c1 | -1% | . | . | . | 2% | . | -8% | -12% | -10%
COCCn1c(C)cc(C(=O)COC(=O)c2ccc(-n3nc(C)cc3C)cc2)c1C | ? | 0.0 | -2.0 | -9 | 7% | -7 | 6% | 3% | 4%
COc1ccccc1OCc1ccc(C(=O)N2N=C(C(F)F)CC2(O)C(F)F)o1 (stereo not drawn) | -11% | -0.6 | 0.0 | 7 | 1% | -2 | -8% | -5% | -8%
O=C(NCc1ccccc1)C1=C[C@@H](c2ccc(C(F)(F)F)cc2)C[C@@H](OCCCCO)O1 | -15% | . | . | . | -6% | . | -13% | 3% | 4%
CCCOC(=O)CN1C(=O)c2ccccc2C1=O | -16% | -0.4 | 0.5 | 0 | 8% | -8 | 5% | 3% | -13%
COc1ccc(OCC(O)CN2CCN(c3ccc(OC)cc3)CC2)cc1 (stereo not drawn) | -22% | 0.1 | 2.5 | 12 | 11% | -6 | -6% | -7% | -15%
COc1ccc([N+](=O)[O-])cc1NS(=O)(=O)c1cc(C(=O)N2CCN(C)CC2)ccc1OC | -11% | 0.0 | 0.0 | -3 | 5% | -20 | -8% | -3% | -6%

Bioassay records from PubChem BioAssay.
